# Screens deposited in PubChem by Fisher Drug Discovery Resource Center.
# hcGAS lum = blocks human cGAS activity; inhibition, % at 12.5 µM; AID 1259398; actives 0.081% (n = 290,000); recombinant h-cGAS, ATP depletion, Kinase-Glo luminescence; Q8N884;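 also: 0% = vehicle reaction and 100% = reaction without DNA for no activity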
# Target sequence (Q8N884 whole entry, looked up): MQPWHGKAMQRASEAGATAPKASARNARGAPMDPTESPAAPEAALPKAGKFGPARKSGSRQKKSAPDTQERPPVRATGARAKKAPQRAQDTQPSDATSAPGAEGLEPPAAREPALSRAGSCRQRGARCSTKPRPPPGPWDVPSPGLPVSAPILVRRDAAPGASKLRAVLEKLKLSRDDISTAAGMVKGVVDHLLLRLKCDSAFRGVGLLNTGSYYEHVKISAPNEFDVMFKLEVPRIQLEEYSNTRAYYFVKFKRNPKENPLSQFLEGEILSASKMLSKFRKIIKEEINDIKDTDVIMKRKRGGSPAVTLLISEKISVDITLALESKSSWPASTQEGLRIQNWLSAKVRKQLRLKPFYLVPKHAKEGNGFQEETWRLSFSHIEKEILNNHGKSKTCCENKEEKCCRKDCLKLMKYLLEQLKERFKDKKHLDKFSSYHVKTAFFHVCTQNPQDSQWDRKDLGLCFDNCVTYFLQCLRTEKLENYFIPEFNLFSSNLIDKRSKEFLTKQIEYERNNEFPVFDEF
# mcGAS inh = inhibitors of mouse cGAS; recombinant cGAS, Kinase-Glo ATP depletion luminescence; actives 0.15% (n = 160,000); inhibition, % at 12.5 µM; Q8C6L5; AID 1259399;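 also: 0% = negative control wells and 100% = reference inhibitor with no enzyme activity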
# NPYLR7 agonist = activates Aedes aegypti NPYLR7 receptor | HEK293T NPYLR7/Galpha15, GCaMP6s calcium fluorescence | activation, % at 10 µM | actives 0.15% (n = 270,000) | AID 1259423; in the data active = activation above about 40%;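 also: 0% = vehicle and 100% = reference agonist at the receptor; some compounds past the cut are filed as inactive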
# Numbers without * were called inactive; · = not tested or not shown. Rule as the data show it, unless noted: active = inhibition above about 40%; inactive = the rest.
structure	hcGAS lum	mcGAS inh	NPYLR7 agonist
CCOC(=O)COc1ccccc1C1CC(c2ccccc2)=NN1C(=O)c1ccco1 (stereo unspecified)	-6.1	-4.2	-3.5
c1cc(CSc2nnc(N3CCOCC3)s2)c2c(c1)OCCO2	-8.1	·	-1.4
O=C(CSC1=NCCS1)NCc1ccco1	-1.1	-3.2	2.5
CN(c1ccccc1)S(=O)(=O)c1ccccc1C(=O)NC12CC3CC(CC(C3)C1)C2	-11.3	·	6.6
COCCn1c(N2CCN(c3ccccc3)CC2)nc2c1c(=O)n(C)c(=O)n2C	-11.3	-8.2	·
Cc1ccc(C(=O)Nc2c3c(nn2C(C)(C)C)CSC3)cc1	1.7	-4.9	-0.8
Cc1c(C(=O)OCC(=O)NC(N)=O)oc2ccc(Br)cc12	-8.9	-8.0	-0.5
CCCCN(Cc1nnc(SC)s1)C1CCS(=O)(=O)C1 (stereo unspecified)	-10.4	·	2.8
O=C(OCc1cc(-c2ccc3c(c2)OCCO3)on1)c1c[nH]c2ccccc12	-3.9	·	-2.1
NC(=O)c1cccc(CC2CCN(C(=O)c3cnn4cccnc34)C2)c1 (stereo unspecified)	-3.4	·	5.6
COCCCn1c(C(=O)NCc2ccc(C)cc2)cc2c(=O)n(C)c(=O)n(C)c21	-7.0	-7.2	0.4
CCn1c(=O)c2c(=O)cc(N)[nH]c2n(Cc2ccccc2)c1=O	-5.6	·	0.1
COC(=O)c1ccc2c(c1)CN(C(=O)C1CCN(C(C)=O)CC1)CC2	4.5	·	-2.3
CCCn1cc(C(=O)Nc2nnc(C(C)C)s2)c2nn(-c3ccccc3)c(=O)c-2c1	-3.5	-7.8	20.7
COCCNC(=O)c1csc(COc2c(OC)cccc2OC)n1	-4.4	-6.1	-0.9
Cc1nc2c(C)cccn2c(=O)c1NC(=O)CC1CCCCC1	1.2	·	-1.0
Cc1cc(C)n(-c2ccc(N3CCN(S(C)(=O)=O)CC3)nn2)n1	-6.8	-8.9	-3.5
Cc1nnsc1C(=O)NCC1CCCN(Cc2ccccc2F)C1 (stereo unspecified)	-7.4	-11.6	·
CCCCN(CC(=O)Nc1c(-c2ccccc2)c(C)nn1-c1ccc(OC)cc1)C(=O)Nc1ccccc1OCC	-11.3	-6.8	-2.5
O=C(Nc1cccc(O)c1)c1cnn2c(C(F)(F)F)cc(-c3ccc(F)cc3)nc12	-3.9	-4.6	-7.6
Cc1ccc(-n2c(-c3ccc(F)cc3)cc(C(=O)N3CCN(C(=O)NCc4ccccc4)CC3)c2C)cc1	-1.7	1.1	-11.3
CCOc1ccc(-n2nnc(C(=O)NCc3ccco3)c2COC)cc1	-0.3	0.3	2.0
Cc1ccccc1-c1onc(C)c1C(=O)NCC1CCCO1 (stereo unspecified)	-3.9	-4.6	-4.9
CCCc1nn(Cc2c(Cl)cccc2Cl)c(=O)o1	-6.5	-17.8	-0.2
CCc1cc(C(=O)N2CCOc3c(O)cc(-c4cccnc4)cc3C2)ccn1	0.6	·	16.0
CC(C)CN1CCC(CNC(=O)c2ccc(N3CCSCC3)nc2)C1 (stereo unspecified)	-1.3	·	3.6
Cn1cc(CC(=O)N2CCn3c(C(N)=O)cnc3C2)c2ccccc21	-7.0	·	10.1
CSc1nnc(CC2CCN(C(=O)[C@H](N)Cc3ccccc3)CC2)n1C	-4.5	-17.9	-2.9
O=C(CCn1nnc2ccccc21)N1CCc2c(nc[nH]c2=O)C1	-2.8	·	9.4
CCCc1[nH]ncc1C(=O)N1CCCN(Cc2ccc(F)cc2)C(C(C)C)C1 (stereo unspecified)	-5.5	·	-1.1

# 18 entries out of the list, ordered by molecular weight, lowest first:
structure	hcGAS lum	mcGAS inh	NPYLR7 agonist
O=C(CSC1=NCCS1)NCc1ccco1	-1.1	-3.2	2.5
CCCc1nn(Cc2c(Cl)cccc2Cl)c(=O)o1	-6.5	-17.8	-0.2
CCn1c(=O)c2c(=O)cc(N)[nH]c2n(Cc2ccccc2)c1=O	-5.6	·	0.1
Cc1nc2c(C)cccn2c(=O)c1NC(=O)CC1CCCCC1	1.2	·	-1.0
Cc1cc(C)n(-c2ccc(N3CCN(S(C)(=O)=O)CC3)nn2)n1	-6.8	-8.9	-3.5
COC(=O)c1ccc2c(c1)CN(C(=O)C1CCN(C(C)=O)CC1)CC2	4.5	·	-2.3
c1cc(CSc2nnc(N3CCOCC3)s2)c2c(c1)OCCO2	-8.1	·	-1.4
COCCNC(=O)c1csc(COc2c(OC)cccc2OC)n1	-4.4	-6.1	-0.9
Cc1c(C(=O)OCC(=O)NC(N)=O)oc2ccc(Br)cc12	-8.9	-8.0	-0.5
CCOc1ccc(-n2nnc(C(=O)NCc3ccco3)c2COC)cc1	-0.3	0.3	2.0
CC(C)CN1CCC(CNC(=O)c2ccc(N3CCSCC3)nc2)C1 (stereo unspecified)	-1.3	·	3.6
CSc1nnc(CC2CCN(C(=O)[C@H](N)Cc3ccccc3)CC2)n1C	-4.5	-17.9	-2.9
CCc1cc(C(=O)N2CCOc3c(O)cc(-c4cccnc4)cc3C2)ccn1	0.6	·	16.0
O=C(OCc1cc(-c2ccc3c(c2)OCCO3)on1)c1c[nH]c2ccccc12	-3.9	·	-2.1
CCCc1[nH]ncc1C(=O)N1CCCN(Cc2ccc(F)cc2)C(C(C)C)C1 (stereo unspecified)	-5.5	·	-1.1
COCCn1c(N2CCN(c3ccccc3)CC2)nc2c1c(=O)n(C)c(=O)n2C	-11.3	-8.2	·
CN(c1ccccc1)S(=O)(=O)c1ccccc1C(=O)NC12CC3CC(CC(C3)C1)C2	-11.3	·	6.6
CCCCN(CC(=O)Nc1c(-c2ccccc2)c(C)nn1-c1ccc(OC)cc1)C(=O)Nc1ccccc1OCC	-11.3	-6.8	-2.5

# More structures:
structure	hcGAS lum	mcGAS inh	NPYLR7 agonist
Fc1ccc(C2=NC3(CCCCCC3)NC2=S)cc1	-4.0	·	20.5
N#Cc1ccc(COC(=O)c2cccc(Cl)c2Cl)cc1	-4.2	·	5.7
CCN1CCCC1CNC(=O)C1CCN(C2CCN(Cc3ccccc3C)CC2)CC1 (stereo unspecified)	0.9	·	1.9
O=C(C1CCCN(C2CCN(c3ccc(Cl)cn3)CC2)C1)N1CCCC1 (stereo unspecified)	-3.7	·	23.8
Cc1ccc(S(=O)(=O)Nc2cccc(-c3nc(C)cc(=O)[nH]3)c2)cc1	-0.4	-4.1	-1.0
CCc1cccc2c(C(CC(=O)NC3CC3)c3cccc(OC)c3)c[nH]c12 (stereo unspecified)	-3.7	-3.8	38.3
O=C(CCc1cccnc1)N1C[C@@H]2[C@@H]3CC[C@@H](C3)[C@@H]2C1	-0.5	·	6.8
COc1cc(C)c(S(=O)(=O)Nc2ccc(Oc3ccncc3)cc2)c(C)c1	-4.4	·	5.2
CCn1c(C(=O)N2CCN(C(=O)CCc3ccccc3)C(C)C2)cc2ccsc21 (stereo unspecified)	-5.6	-3.3	31.2
C=c1occc1=C1NN=C(SCCC23CC4CC(CC(C4)C2)C3)O1	0.4	·	2.1
CC1=C[C@@H](CNCCc2cnc[nH]2)[C@H](C(C)C)C[C@H]1Cc1nnc(COc2ccc(F)cc2)o1	-2.8	-5.3	-6.2
CN(C)CCNC(=O)c1ccc(CSc2ncccn2)o1	-5.0	-16.2	-2.6
CCOC(=O)c1cc(-c2ccccc2)sc1NC(=O)c1ccc(SC(F)(F)F)cc1	-1.6	-4.0	2.7
CCCCCCc1ccc(C(=O)Nc2ccc(-n3nc(OC)nc3-c3ccc4c(c3)OCO4)cc2)cc1	-3.7	-8.9	·
C=CCNC(=O)Cn1cc(OC)c(=O)cc1CSc1ncccn1	-9.7	-7.9	-4.9
CCOC(=O)C1=C(C)NC(=S)NC1c1cc(OC)c(O)c(OC)c1 (stereo unspecified)	0.8	·	7.5
COc1ccc(Br)cc1/C=C/C(=O)N1CCC[C@H]1C(=O)OCCc1ccc(OC)c(OC)c1	-6.0	·	-8.9
Cc1cc(C)c(C)c(S(=O)(=O)N2CCC(C(=O)NCCc3cccs3)CC2)c1C	-3.6	-7.3	-0.4
CCC(C)C(=O)Nc1ccnn1C1CCCc2ccccc21 (stereo unspecified)	-4.5	·	-24.3
CN(C)c1ccc(CO)cc1F	-12.2	·	17.6
Cc1ccc(C2(C(F)(F)F)CCNC(=O)O2)o1 (stereo unspecified)	-13.0	·	-1.8
C=C(C)[C@@H]1CC=C(CN2C[C@@H](N)C[C@H]2C(=O)NCC)CC1	-9.4	·	-1.3
O=C(NC(c1ccccc1)c1ccc2ccccc2n1)C1CCN(CCOc2ccc(Cl)cc2)CC1 (stereo unspecified)	-2.4	-2.2	3.0
CC(C)(C)c1noc(CN2CCCc3c(F)cc(F)cc32)n1	-3.4	·	0.1
Cc1cc(C(=O)N(CCCN2CCOCC2)c2nc3c(F)cccc3s2)on1	-5.6	·	0.1
COc1cc(/C=C/C(=O)O)ccc1O	18.2	13.8	·
COc1cc2c(cc1OC)C(c1cccc(C(F)(F)F)c1)N(C(=O)c1c(OC)cccc1OC)CC2 (stereo unspecified)	-1.8	-3.2	28.5
COCCNC(=O)c1c(NC(=O)c2ccccc2OC)sc2c1CCCC2	0.0	-0.4	8.5
Cc1nc(C(C)(C)NCCC(F)(F)F)sc1C	-6.0	·	2.0
CCNC(=O)Cn1c(CO)cnc1SCC(=O)Nc1cc(C)ccc1C	-0.1	0.1	3.2
CC(N)=C(C#N)C(=O)COC(=O)c1ccc(Br)o1	-2.7	-4.6	13.0
CN(Cn1c(-c2ccccn2)csc1=O)C1CCc2ccccc21 (stereo unspecified)	-1.0	·	-0.5
CCOc1ccc(NC(=O)N[C@@H](Cc2ccccc2)C(=O)N2CCC(C(=O)N3CCCCC3)CC2)cc1	-2.2	-4.0	5.1
CC(c1ccccc1)N(Cc1cccc(Cl)c1)Cc1nc(C(=O)NCC2CCCO2)co1 (stereo unspecified)	-7.7	-5.6	23.9
CC(=O)Nc1ccc(CN2CC[C@@H](c3sccc3C)[C@H](O)C2)cc1	-4.6	-8.5	15.0
CC1CN(Cc2nc3c(c(=O)[nH]c(=O)n3C)n2Cc2ccccc2F)CC(C)O1 (stereo unspecified)	-5.7	·	5.4
CN=c1scc(-c2ccc(Br)cc2)n1N=Cc1cc(OC)c(OC)c(OC)c1	-0.7	·	-8.3
CC(=O)Oc1ccc(Cn2c(C)c(C(=O)NCC(F)(F)F)sc2=O)cc1	-9.0	·	12.4
O=C1CC(c2ccccc2)CC2=Nc3ccccc3NC(c3cccc([N+](=O)[O-])c3)C12 (stereo unspecified)	-3.1	-6.7	1.3
CNC(=O)NC(=O)C(C)Sc1nnc(-c2ccc(Cl)cc2)n1CCCOC (stereo unspecified)	-8.2	-7.4	11.5
O=S1(=O)NC(=CSCc2ccccc2)Nc2ccccc21	-3.9	·	9.8
CCN(c1ccccc1)S(=O)(=O)c1ccc(N2CCCC(CO)C2)nc1 (stereo unspecified)	-10.5	-17.1	6.2
CCc1nc2ccc(C(=O)Nc3cccc(NS(C)(=O)=O)c3)cn2c1N(CC)C(=O)CCC1CCCC1	-5.7	-5.3	12.5
COc1ccc(C(=O)c2ccc(Oc3cccc(C(C)=O)c3)c([N+](=O)[O-])c2)cc1	-5.8	·	2.1
CCN(C1CCOCC1)C1CN(C(=O)c2c(C)noc2C)C1	-11.0	-5.9	·
C=c1ccccc1=C1NN=C(NC(=O)c2c(-c3ccccc3Cl)noc2C)S1	-3.8	-5.5	4.5
COc1ccc(C(=O)NCC2c3cc(OC)c(OC)cc3CCN2C(=O)Nc2ccccc2OC)cc1 (stereo unspecified)	-0.5	-4.7	10.3
Cn1ccnc1C(NS(=O)(=O)c1ccc2ccccc2c1)c1cccc(F)c1 (stereo unspecified)	-4.2	-7.4	1.5
O=C(N=Nc1c(O)[nH]c2ccccc12)c1ccccc1[N+](=O)[O-]	-1.4	-5.5	1.4
Cc1cccnc1CN(C)C(=O)c1cccc(-c2ccco2)c1	0.1	·	-1.7

# More records.
structure	hcGAS lum	mcGAS inh	NPYLR7 agonist
CCCCCCn1c(=O)c2c(nc3n(C(C)C)c(C)cn23)n(C)c1=O	0.7	·	-1.3
CC1CCCCN1C(=O)c1cnn2c(C(F)(F)F)cc(-c3ccc(Br)cc3)nc12 (stereo unspecified)	-5.1	-5.3	9.4
COC[C@H]1C[C@H]2C[C@H](O)[C@@H](N3CCN(Cc4ccccc4)CC3)[C@@]2(O)CO1	3.2	-8.8	1.3
CC(C)N(Cc1ccccc1)C(=O)Nc1cccc(I)c1	-5.2	·	1.1
CCOn1c(=O)c(-c2cccs2)[n+]([O-])c2ccccc21	-1.7	·	-0.3
COC(=O)C(=O)N1CCN(CC(OCc2cccc(OC)c2)c2ccc(Cl)cc2)CC1 (stereo unspecified)	-1.1	0.1	·
CCCC(=O)N1CCC1(C)C(=O)Nc1ccc(C)c(C)c1 (stereo unspecified)	-10.6	-5.2	-0.2
COc1ccccc1-n1ccn2c(=O)n(Cc3ccccc3Cl)nc2c1=O	0.2	-1.3	-20.9
Cc1c(C(=O)N2Cc3cnc(C(C)(C)C)nc3C2)sc2ccccc12	-5.0	·	15.1
